S1P3 antagonist: S1P3 receptor antagonists, primary screen, cell-based | AID 485, 2006 | 170,000 tested, 0.27% active | CHO S1P3 NFAT-BLA reporter, FRET fluorescence, antagonist mode | inhibition, % at 4.98 µM | Sphingosine 1-phosphate receptor 3 (Homo sapiens), Q99500;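 active = inhibition above the plate cutoff, the mean inhibition of test wells on that plate plus 3 SD, cut at about 28% in these data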;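 note: cells challenged with S1P at its EC80 of 0.8 µM; blue over green emission ratio from cleaved BLA substrate after 4 h stimulation; 0% = S1P-stimulated wells and 100% = unstimulated DMSO-only wells; some compounds past the cut are filed as inactive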
Target sequence (Q99500 whole entry, looked up): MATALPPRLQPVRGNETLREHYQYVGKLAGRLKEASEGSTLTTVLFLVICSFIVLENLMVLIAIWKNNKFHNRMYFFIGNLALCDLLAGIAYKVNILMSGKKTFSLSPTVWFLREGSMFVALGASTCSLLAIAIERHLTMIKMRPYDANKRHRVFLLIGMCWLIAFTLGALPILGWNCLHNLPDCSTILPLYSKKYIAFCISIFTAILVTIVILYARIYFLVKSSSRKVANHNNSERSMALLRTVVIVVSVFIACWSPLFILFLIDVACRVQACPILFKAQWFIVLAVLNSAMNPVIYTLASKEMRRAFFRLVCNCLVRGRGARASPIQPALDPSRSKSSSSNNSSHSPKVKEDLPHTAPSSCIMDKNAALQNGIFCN
SRC2 TRFRET art: TR-FRET signal artefacts, primary screen, artefact control for PPARgamma SRC-2 agonist project, biochemical. 200,000 tested, 0.4% active. TR-FRET artefact counter-screen; stronger effect = higher value. AID 1049, 2008. TR-FRET ratio at 8 µM; in the data active = TR-FRET ratio above about 2000; note: inactives centre near 1500
PPARg SRC2 recr: agonists of PPARg-SRC-2 recruitment, primary screen, biochemical, HTS | AID 1032, 2008 | 200,000 tested, 0.34% active | PPARgamma LBD-SRC-2 recruitment | activation, % at 8 µM | Peroxisome proliferator-activated receptor gamma (Homo sapiens), P37231; in the data active = activation above about 22%;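 note: 0% = vehicle and 100% = reference agonist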
Efa HMGR inh: inhibitors of E. faecalis class II HMGR, primary screen, biochemical, Enterococcus faecalis; HMG-CoA reductase (Enterococcus faecalis, mvaE); purified E. faecalis HMGR, NADPH absorbance 340 nm kinetic; inhibition, % at 10 µM; 190,000 tested, 0.41% active; AID 1066, 2008;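 active = inhibition above a set limit, the median over all tested compounds plus 3 SD, cut at about 9.5% in these data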;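 note: enzyme runs in reverse so mevalonate oxidation gives rising NADPH absorbance; 0% = complete reaction with DMSO and 100% = background rate lacking mevalonate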
PPARg SRC-1 ag: PPARgamma agonists recruiting SRC-1 coactivator, primary screen, biochemical; Peroxisome proliferator-activated receptor gamma (Homo sapiens), P37231; PPARgamma-SRC-1 coactivator recruitment biochemical assay; activation, % at 8 µM; 200,000 tested, 0.41% active; AID 631, 2007; in the data active = activation above about 19%;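 note: 0% = DMSO and 100% = reference agonist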
PPARg SRC-3 ag: PPARgamma agonists recruiting SRC-3 coactivator, primary screen, biochemical; Peroxisome proliferator-activated receptor gamma (Homo sapiens), P37231; biochemical PPARgamma/SRC-3 coactivator recruitment assay; activation, % at 8 µM; 200,000 tested, 0.26% active; AID 731, 2007; in the data active = activation above about 23%;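 note: 0% = DMSO and 100% = reference agonist; some compounds past the cut are filed as inactive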
Redox H2O2 prof: compounds producing H2O2 with reducing agent – biochemical, NIH compound library profiling, artefact control for MLSCN library redox annotation, primary screen; DTT-dependent redox cycling H2O2, phenol red/HRP absorbance; 100% = 100 µM peroxide control, 0% = buffer; activation, % at 10 µM; 200,000 tested, 0.03% active; AID 878, 2007;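 active = activation of at least 50% relative to the plate's high and low controls in the primary single-dose screen; inactive = activation below 50%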;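 note: compound incubated with DTT at 0.8 mM final as the reducing agent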
RAM inhibit: inhibitors of the yeast RAM network, primary screen, dse1pr::URA3 reporter, 5-FOA selection; S. cerevisiae dse1pr::URA3 reporter, 5-FOA growth OD615, 2 d; analog-sensitive cbk1-as2 kinase mutant strain; inhibition, % at 50 µM; AID 868, 2007; 190,000 tested, 1.8% active;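 active = inhibition above a set limit, 3 SD over mean compound inhibition, cut at about 8.4% in these data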;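 note: 0% = DMSO-only wells with no growth and 100% = 10 µM 1-NA-PP1 full growth; inhibition rescues growth on 5-FOA so higher OD means more RAM inhibition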
ROMK mod: ROMK potassium channel modulators, primary screen, cell-based, thallium flux, MLSMR library. Tet-inducible ROMK, thallium flux fluorescence; actives lie on both sides. B-score at 10 µM. 130,000 tested, 2% active. ATP-sensitive inward rectifier potassium channel 1 (Homo sapiens), P48048;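 active = signal ratio slope over the read window, or its plate-corrected B-score, at least 3 SD from the plate mean, either direction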;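 note: B-score of the F/F0 ratio slope over 7 to 12 s after thallium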
Target sequence (P48048 whole entry, looked up): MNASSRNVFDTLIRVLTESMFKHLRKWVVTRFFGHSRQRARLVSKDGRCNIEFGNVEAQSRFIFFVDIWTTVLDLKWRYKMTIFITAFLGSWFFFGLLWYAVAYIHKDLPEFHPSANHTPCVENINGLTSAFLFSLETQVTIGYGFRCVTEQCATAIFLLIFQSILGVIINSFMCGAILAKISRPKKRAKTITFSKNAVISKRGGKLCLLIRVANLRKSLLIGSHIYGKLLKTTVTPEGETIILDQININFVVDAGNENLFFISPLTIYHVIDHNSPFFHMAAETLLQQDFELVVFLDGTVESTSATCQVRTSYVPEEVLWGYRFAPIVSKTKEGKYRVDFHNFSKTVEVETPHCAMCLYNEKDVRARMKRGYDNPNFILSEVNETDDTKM
Lmaj promast: Leishmania major promastigote growth inhibition, primary screen | inhibition, % at 10 µM | Leishmania major promastigotes, resazurin fluorescence viability | 200,000 tested, 9% active; in the data active = inhibition above about 50%;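 note: promastigotes grown with compound for 44 hours at 28 °C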
bIAP inhibitor: bovine intestinal alkaline phosphatase inhibitors, primary screen, selectivity assay for TNAP inhibitor project, biochemical, bovine IAP, CDP-star luminescence. alkaline phosphatase, intestinal [Bos taurus]. purified bovine IAP, 30 min. inhibition, % at 20 µM. 190,000 tested, under 10 active;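 active = over 50% inhibition of intestinal alkaline phosphatase at 20 µM in the single-dose screen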
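Assay system – bovine IAP enzyme · Quantity – bovine IAP at 1/65,000,000 final dilution · Detection – CDP-star luminescence signal · Times – 30 min reaction at room temperature · Also added – CDP-star substrate at 30 µM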
* = called active by the depositor; nt = no result given.

Fields: S1P3 antagonist | SRC2 TRFRET art | PPARg SRC2 recr | Efa HMGR inh | PPARg SRC-1 ag | PPARg SRC-3 ag | Redox H2O2 prof | RAM inhibit | ROMK mod | Lmaj promast | bIAP inhibitor
> CCn1c(SCC(=O)NCc2ccco2)nnc1-c1cccs1
→ 6.8 | 1753 | 8.0 | 0.8 | 5.0 | 11.3 | -0.3 | 0.2 | nt | -4.2 | -0.7
> CC(C)(C)[Si](OCC[C@@H]1C[C@@]1(C)[C@@H](NP(=O)(c1ccccc1)c1ccccc1)c1ccccc1)(c1ccccc1)c1ccccc1
→ 6.0 | 1309 | 3.5 | -6.4 | -2.1 | -3.3 | 5.1 | 3.2 | 0.385 | -5.4 | 22.5
> CN1C(=O)S/C(=C\c2ccc(-n3cncn3)cc2)C1=O
→ -3.4 | 1704 | 9.9 | 2.0 | 10.4 | 6.5 | 1.1 | -0.3 | 0.186 | 7.0 | -13.6
> COc1ccccc1CNC(=O)c1cccc(NC(=O)c2ccccc2)c1
→ 8.4 | 1562 | 2.8 | 0.5 | -0.6 | 2.3 | -0.3 | 7.4 | -0.0171 | 34.6 | -2.8
> Cc1ccccc1C(=O)Nc1ccc(Cl)cn1
→ -57.8 | 1400 | -0.6 | -5.4 | 1.8 | 1.1 | 2.2 | 1.9 | nt | -5.6 | 14.5
> Cc1ccc(-c2nnn(CCC(=O)Nc3ccc4c(c3)OCO4)n2)cc1
→ -8.5 | 1339 | -3.8 | -3.1 | -1.6 | 4.4 | 0.1 | 3.5 | 0.936 | -1.6 | 1.8
> C=CCN1C(=O)/C(=C2/Sc3ccc(OC)cc3N2C)SC1=Nc1ccc(OC)cc1
→ -17.0 | 1357 | 4.3 | -7.1 | -3.5 | 1.6 | -3.5 | 3.5 | -0.00255 | 3.5 | -4.6
> COc1ccc(OC)c2c(C)cc(N3CCN(C(=O)c4ccc(C)cc4)CC3)nc12
→ -4.8 | 1628 | -1.2 | -2.0 | 5.2 | -1.6 | -0.3 | -0.5 | -8.5* | 19.9 | -10.0
> O=C(O)Cc1ccc(-n2cccc2)cc1
→ 2.4 | 1722 | 5.3 | 0.1 | 0.8 | 2.0 | -0.3 | -0.6 | -0.0485 | -9.8 | 27.8
> CC1=N/C(=C/c2ccco2)C(=O)O1
→ -3.5 | 1554 | -7.4 | 0.4 | -1.2 | -1.6 | -0.4 | 2.6 | 2.07 | 1.8 | 7.2
> N=C1C(c2nc(-c3ccc(Cl)cc3)cs2)=C(O)CN1CCCN1CCOCC1
→ 21.1 | 1581 | -5.4 | 3.2 | -3.9 | -9.4 | 2.4 | 0.3 | -0.0765 | 19.8 | -19.3
> CCN(CC)CCOC(=O)C12CC3CC(CC(C3)C1)C2
→ -35.3 | 1363 | 2.9 | -1.0 | -0.2 | -9.4 | 2.1 | -0.4 | 0.751 | 97.0* | 3.4
> CN(C)/C=C/C(=O)c1ccc(Oc2ncccn2)cc1
→ -30.3 | 1514 | 1.1 | -3.4 | -8.4 | 2.5 | -0.5 | -1.3 | 0.0115 | 0.6 | -7.2
> O=C(COC(=O)C1CCN(S(=O)(=O)c2ccccc2)CC1)NC(=O)c1ccc(OC(F)F)cc1
→ 2.4 | 1625 | -1.3 | -2.9 | 8.7 | -3.0 | 0.3 | 5.5 | 2.12 | 57.3* | 0.0
> CCOc1c(Cl)cc(C2NC(=O)NC(C)=C2C(=O)NCc2ccccc2)cc1OC (stereo not drawn)
→ nt | 1479 | 0.3 | -2.7 | 1.6 | 2.9 | 0.0 | 2.8 | nt | -1.8 | 1.2
> Cc1[nH]c2ccccc2c1C(=O)NS(=O)(=O)Nc1ccccc1
→ -11.2 | 1378 | -8.8 | -7.2 | 3.7 | -7.5 | -1.1 | 1.1 | -0.826 | -3.5 | 7.6
> CN(CC(=O)NCc1ccccc1Cl)CC(=O)Nc1cccc(F)c1
→ -3.2 | 1820 | 7.2 | -4.5 | 5.5 | -0.8 | 0.2 | -0.1 | -0.0116 | -3.1 | -5.7
> Clc1ccc(OCCSc2ncccn2)c2ccccc12
→ nt | 1667 | -8.3 | -1.8 | -0.1 | 12.3 | 1.2 | 0.7 | nt | -0.9 | 8.0
> O=C(CCCc1c[nH]c2ccccc12)N1CCOCC1
→ -18.8 | 1772 | 7.0 | 5.8 | 6.6 | 7.3 | 1.4 | 2.5 | nt | 0.8 | -5.3
> Cc1ccc(C2OCC3(CO)COC(c4ccc(C)cc4)N23)cc1 (stereo not drawn)
→ nt | 1461 | 8.8 | -1.7 | 1.0 | -5.5 | -0.1 | 0.9 | 0.295 | 2.1 | 8.6

Following part
Fields: S1P3 antagonist | SRC2 TRFRET art | PPARg SRC2 recr | Efa HMGR inh | PPARg SRC-1 ag | PPARg SRC-3 ag | Redox H2O2 prof | RAM inhibit | ROMK mod | Lmaj promast | bIAP inhibitor
> COC(=O)CC1=NN(c2nc3ccccc3s2)C(=O)/C1=C/N(C)C
→ -19.4 | 1552 | 6.5 | -1.2 | 4.1 | 7.3 | -0.9 | 3.6 | 0.0319 | -6.5 | 8.5
> COc1ccc2[nH]c(=O)c(-c3noc(-c4ccc(F)cc4)n3)cc2c1
→ 3.4 | 1581 | 9.5 | -5.6 | 6.8 | 4.3 | -1.6 | 2.7 | nt | 44.4 | 7.3
> Cc1ccc(NC(=O)[C@@H](NC(=O)c2cccc(S(=O)(=O)N3CCOCC3)c2)C(C)C)cc1C
→ -14.8 | 1605 | 10.6 | -3.5 | 2.3 | -0.7 | -0.2 | 6.2 | nt | 76.1* | -35.2
> Cc1ccc(S(=O)(=O)N2C(=O)CCC2C(=O)NCc2ccco2)cc1 (stereo not drawn)
→ 8.9 | 1579 | -4.3 | -8.2 | 3.6 | -4.2 | 1.9 | 0.3 | -0.328 | -5.5 | 8.6
> CSc1c(SCc2ccccc2)cnn(-c2ccccc2)c1=O
→ -4.8 | 1914 | 27.3* | 2.6 | 24.5* | 18.4 | -0.6 | 7.0 | -1.4 | 10.2 | -3.3
> COc1ccc(Nc2cc(=O)n(C3CCCCC3)c(=O)[nH]2)c(OC)c1
→ 19.4 | 1281 | -9.7 | -3.5 | -1.1 | -0.6 | 0.3 | 1.1 | -0.0326 | 8.6 | 2.1
> Cc1ccc(NC(=O)NC(=O)CSc2nnc(-c3ccc(OC(F)F)cc3)n2N)c(C)c1
→ -10.4 | 1538 | 1.1 | -2.6 | -1.3 | 4.2 | 0.2 | 3.8 | -0.286 | -6.5 | 17.8
> NC(=O)COc1ccc(-c2noc(COc3ccccc3[N+](=O)[O-])n2)cc1
→ -12.8 | 1558 | -1.3 | -1.9 | -0.3 | -1.2 | 0.0 | 0.9 | 0.0648 | -10.1 | -5.0
> O=C(C/C=N\O)Nc1ccc(Oc2ccccc2)cc1
→ -7.8 | 1763 | 8.6 | -4.3 | 14.9 | 1.0 | -0.3 | 3.3 | -0.763 | 28.2 | -10.5
> CCc1nnc(NC(=O)CSc2ccc(-c3nc4ccc(C)cc4[nH]3)cn2)s1
→ 2.1 | 1764 | 5.4 | -3.6 | -3.5 | 1.3 | 0.4 | 2.0 | nt | 2.9 | 34.1
> CCN(C(=O)CN1CCOCC1)C1(C)C(=O)c2ccccc2C1=O
→ -15.9 | 1347 | 4.5 | -0.7 | 0.0 | 2.2 | -0.1 | 0.1 | 1.06 | -3.0 | -18.7
> O=C(O)c1cccc(S(=O)(=O)NCCC(c2ccccc2)c2ccccc2)c1
→ 2.8 | 1498 | -4.7 | 2.1 | 5.2 | -0.2 | -0.6 | -0.9 | 0.843 | -3.3 | 13.1
> CCOP(=O)(OCC)c1nc(-c2ccccc2Cl)oc1N1CCOCC1
→ 3.2 | 1501 | -0.3 | -7.6 | 0.3 | 1.0 | -0.1 | 0.5 | -0.468 | -4.8 | -26.1
> COc1ccc(C(C)=O)cc1CN1C(=O)NC2(CCCCCCC2)C1=O
→ -0.9 | 1586 | -2.5 | -1.7 | 0.7 | 1.8 | -0.5 | 0.6 | 0.333 | 5.6 | -15.5
> O=C(c1cc(COc2ccc3ncccc3c2)on1)N1CCC(O)CC1
→ 9.3 | 1557 | 4.7 | -0.8 | -4.7 | -1.8 | -0.8 | 0.9 | -0.632 | 8.8 | 11.2
> Cc1ccc(C2CC2C(=O)NNC(=S)Nc2cccc(Cl)c2)cc1 (stereo not drawn)
→ nt | 1473 | 13.1 | -1.1 | -1.2 | -0.1 | 0.8 | 1.6 | nt | -3.5 | -1.1
> O=C(C1CCCN(S(=O)(=O)c2cccc3cccnc23)C1)N1CCc2ccccc21 (stereo not drawn)
→ -20.1 | 1501 | 10.1 | 3.2 | 1.7 | -4.7 | -1.0 | -0.1 | nt | 15.3 | -6.4
> Cc1cc(C)n(CC(C)NCc2cn[nH]c2-c2cccc3ccccc23)n1 (stereo not drawn)
→ -0.7 | 1519 | 0.9 | 2.5 | 15.5 | -0.3 | -1.0 | 1.1 | -2.26 | 5.0 | -15.3
> Cc1ccc2c(n1)sc1c(N)ncnc12
→ -3.2 | 1533 | 8.5 | -3.8 | 12.0 | 9.2 | -0.6 | 2.8 | 4.62* | -3.1 | 5.0
> Cc1ccc(NC(=O)CSc2nnc(CN3CCOCC3)n2-c2ccccc2)cc1
→ nt | 1560 | 13.9 | -9.7 | 1.1 | 20.2 | -0.1 | 2.0 | 0.154 | -3.6 | -11.5

The listing continues.
Fields: S1P3 antagonist | SRC2 TRFRET art | PPARg SRC2 recr | Efa HMGR inh | PPARg SRC-1 ag | PPARg SRC-3 ag | Redox H2O2 prof | RAM inhibit | ROMK mod | Lmaj promast | bIAP inhibitor
> CCc1ccc(OCC(=O)NC(C)C)cc1
→ 9.4 | 1633 | 1.8 | -5.2 | -5.6 | -2.1 | -1.1 | -0.9 | 0.224 | -3.8 | -9.9
> COc1c(C)cc(C(=O)C2CCCN(C(=O)c3ccoc3)C2)cc1C (stereo not drawn)
→ -6.8 | 1532 | -3.6 | -3.6 | -0.4 | -2.6 | -1.0 | 1.9 | -1.13 | 1.0 | 6.4
> O=C(Nc1nc2ccc([N+](=O)[O-])cc2s1)c1c(F)cccc1F
→ -15.9 | 1615 | 3.8 | 1.7 | 2.4 | 4.5 | 0.3 | 4.1 | -0.178 | 11.7 | 3.5
> CSc1nc(C)cc(Oc2ccc(OCC(N)=O)nn2)n1
→ -3.8 | 1537 | -0.7 | -0.2 | -6.4 | -1.2 | 0.1 | 0.8 | 0.719 | -4.6 | -1.6
